PriA SSB inh: K. pneumoniae PriA-SSBct interaction inhibition. AlphaScreen SSBct-PriA binding, biotinylated peptide. inhibition, % at 33 µM. actives 0.6% (n = 430,000); in the data active = inhibition mostly above about 37%, no sharp cut-off; inactive = mostly below about 20%;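 note: plate controls were negative control peptide for no effect and reference peptide for full effect; strong numbers were not always called active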
* hit, by the source's call; & = joins results of further samples. The list is partial; count on the stated rates, not on these rows.

SMILES | PriA SSB inh
CC1(C)CC(=O)c2c(nc(SCC(=O)Nc3nsc(-c4ccc(Cl)cc4)n3)c(C#N)c2-c2ccccc2)C1 | -1.0
CC(=O)N1CCC(CN2CCc3sccc3C2)CC1 | -17.0
O=C(NCC(c1ccc2c(c1)OCO2)N1CCN(c2ccccc2)CC1)OCc1ccccc1 (stereo not drawn) | -11.0
CN(C)S(=O)(=O)N1CC(n2ccnn2)C1 | -4.0
Cc1ccc(-c2ccc(C=NO)o2)cc1[N+](=O)[O-] | 16.4
CC1(C)Cc2cccc(OCC(=O)NCCn3nc(-c4ccco4)n(C4CC4)c3=O)c2O1 | -3.0
CC(/C=C/c1ccco1)=NNC(=O)CNc1cccc(C)c1 | -10.3
C=CCN1C(=O)C(C)(C)COc2ccc(NS(=O)(=O)c3ccc(OC)c(OC)c3)cc21 | -2.0
CC(=O)Nc1ccc(CC(=O)NCc2cccnc2-c2ccsc2)cc1 | -14.0
COC(=O)c1sccc1S(=O)(=O)N1CCN(c2cc(-n3cncn3)ncn2)CC1 | -9.0
Cc1noc(C2CCCN2C(=O)Nc2ccccc2)n1 (stereo not drawn) | -20.0
O=S(=O)(c1ccccc1Br)N1CC(n2ccnn2)C1 | -20.0
O=C(Nc1ccc2c(c1)OCO2)c1c(O)c2ccccc2[nH]c1=O | -16.0
O=C(Nc1nc(CCC(=O)N2CCN(c3ccccn3)CC2)cs1)NC1CCCCC1 | -8.0
CCn1nnc2c(NC3CCCCCCCCCCC3)ncnc21 | 1.0
COc1ccc2nc(-n3nc(C)cc3NC(=O)c3cc(C)on3)sc2c1 | -2.0
CCc1nnc(NC(=O)c2ccoc2COc2ccccc2)s1 | -8.0
CCn1nc(C)cc1C(=O)N1CC(=O)Nc2ccccc21 | -13.0
CCOC(=O)CSc1nnc(C(C)C)c2cnn(-c3ccc(F)cc3)c12 | -5.0
CCOC(=O)c1sc(NC(=O)c2sc3ccccc3c2Cl)nc1C | -1.0
Cc1nnsc1C(=O)N1CCCSCC1CN1CCOCC1 (stereo not drawn) | 13.0
NCC(O)COc1ccc(Cl)cc1 (stereo not drawn) | -1.0
COc1ccc(-c2ccc(=O)n(CCCC(=O)N3CCCc4cc(C)ccc43)n2)cc1OC | 4.0
COc1ccc(-c2noc(CN3C(=O)COc4ccc(C(C)(C)C)cc43)n2)cc1OC | -20.0
CCOC(=O)c1sc(NC(=O)Cn2c(-n3nc(C)cc3C)nc(CC)cc2=O)c(C(=O)OCC)c1C | 2.0

The results go on.
SMILES | PriA SSB inh
O=C(Cc1ccsc1)NCc1ccsc1 | -5.0
CC(CC(=O)Nc1c(C)cc(C)cc1C)=NNC(=O)c1cnccn1 | -5.5
c1ccc(Cn2c(COc3ccc4ccccc4c3)nc3ccccc32)cc1 | -16.0
NC(=O)c1ccsc1NC(=O)Cc1ccc(F)cc1 | -10.0
COc1cn(CC(=O)Nc2cccc(F)c2)c(CN2CCN(c3ccccc3)CC2)cc1=O | 11.0
Cc1ccc(-n2ncc3c(N4CCc5ccccc54)ncnc32)cc1Cl | -9.0
CN(C)S(=O)(=O)c1ccc2c(c1)CCN2C(=O)c1cncc(Br)c1 | 10.0
O=C(CSc1ccc(F)cc1)Nc1cnn(CC2CCOCC2)c1 | -23.0
NC(=O)Cc1ccc(NC(=O)c2c(F)cccc2F)cc1 | 6.0
Cc1nnc(SCC(=O)c2ccc(Oc3ccccc3)cc2)s1 | 2.0
O=C(CSc1nc2ccccc2[nH]1)NNC(=S)Nc1ccccc1 | 3.0
COc1ccc(OC)c(-n2c(CNC(=O)c3ccc(S(=O)(=O)N(C)C)cc3)nnc2SCC(=O)N2CCc3ccccc32)c1 | 0.0
O=C(COc1ccccc1F)N1CCN(CC(F)(F)F)CC1 | -3.0
O=C(O)CCc1ccc(O)cc1O | -10.0
COc1cc(CCN2C(=O)c3cccc4cccc(c34)C2=O)c(S(=O)(=O)N2CCCC2)cc1OC | 0.0
COc1ccc(C2=NN3C(=O)c4ccccc4C3C2)cc1 (stereo not drawn) | -19.0
COc1ccc(-c2nn(-c3ccccc3)cc2C=NO)cc1 | -2.4
O=S(=O)(c1ccc(Cl)cc1)N1CCC(c2nc(-c3ccc(C(F)(F)F)cc3)no2)CC1 | -5.0
CCc1ccccc1NC(=O)C(=O)NCCc1sc2nc(-c3ccc(OC)cc3)nn2c1C | -4.0
O=C(c1ccc(N2CCOCC2)cc1)N1CCSC(c2ccccc2)CC1 (stereo not drawn) | -9.0
O=C(CCOc1ccccc1)N(Cc1cccnc1)c1nc2c(Cl)cccc2s1 | 1.0
Cc1cc(C)n(-c2ccc(Nc3ccc(NC(=O)c4ccccc4Br)cc3)nn2)n1 | -13.0
Cc1c(Cl)cccc1NC(=O)C(=O)NCC(C)(O)Cc1ccco1 (stereo not drawn) | -17.0
O=C(NCC[C@H](O)c1cccc2ccccc12)C(=O)Nc1cccc(N2CCCC2=O)c1 | -5.0
Cn1nc(-c2ccc(F)cc2)cc1C(=O)Nc1ccc2c(c1)N(C(=O)c1cccs1)CC2 | 26.0

The final 2 entries of the section before are carried over, then new ones follow.
SMILES | PriA SSB inh
O=C(NCC[C@H](O)c1cccc2ccccc12)C(=O)Nc1cccc(N2CCCC2=O)c1 | -5.0
Cn1nc(-c2ccc(F)cc2)cc1C(=O)Nc1ccc2c(c1)N(C(=O)c1cccs1)CC2 | 26.0
O=C(NN=Cc1ccc(OCc2ccccc2)cc1)c1cc[n+](Cc2ccccc2)cc1 | 2.4
O=C(NN=Cc1ccc(O)cc1)/C(=C/c1ccc([N+](=O)[O-])cc1)NC(=O)c1ccccc1 | -4.5
CC(=NNc1cc(Cl)nc(C)n1)c1ccc(C)cc1 | -2.7
Cc1ccccc1NC(=O)CCC(=O)NN=Cc1ccncc1 | -9.8
Cc1cc(C(=O)Nc2nnc(-c3ccccc3)o2)n(C)n1 | -8.0
Cc1nc(C)n2c(=O)n(CC(=O)Nc3ccc4c(c3)OCCO4)nc2c1C | -13.0
O=C(Cn1cc(C=NNC(=O)c2cccc(C(F)(F)F)c2)c2ccccc21)Nc1ccc(F)cc1 | -13.3
O=C(NN=Cc1cccc([N+](=O)[O-])c1)c1ccc2c(c1)OCCO2 | -9.4
CCOC(=O)Cc1csc(NC(=O)CSc2ncc(-c3ccc(OC)cc3)n2C)n1 | 5.0
O=C(/C=C/c1cccs1)N1CCN(CCN2C(=O)c3cccc4cccc(c34)C2=O)CC1 | 3.0
CCCOc1cc(Nc2ccc(NC(=O)c3cc4ccccc4oc3=O)cc2)nc(C)n1 | 17.0
COc1ccc(CC(=O)NCC2CCN(C3CCCC3)CC2)cc1 | 1.0
COc1ccc(CCNC(=O)CN2CCC(COCc3ccc(F)cc3)CC2)cc1OC | -15.0
O=C(NCCn1ncc2c(N3CCOCC3)ncnc21)c1cccs1 | -17.0
CC(C)(Oc1ccc(Cl)cc1)C(=O)NC1CCN(c2ccccn2)C1 (stereo not drawn) | 1.0
O=C(Nc1nc2c(s1)CN(S(=O)(=O)C1CC1)CC2)c1ccc(Cl)s1 | 3.0
Cc1csc(CN2CCN(C(=O)c3cccc(Cl)c3)CC2)n1 | -9.0
Cc1ccc2cc(CCNC(=S)Nc3ccc(Cl)cc3)c(=O)[nH]c2c1 | 11.0
O=C1COc2ccc(Br)cc2CN1CC1CC1 | -12.0
O=C(CNc1ccccc1)NN=Cc1ccc2c(c1)OCO2 | 0.4
NC(=O)c1cc(C2CCCCN2C(=O)C2CCOC2)[nH]n1 (stereo not drawn) | -8.0
CCOC(=O)CNC(=O)CSc1nnc(Cc2cccn2C)n1CCc1ccccc1 | 6.0
CCOC(=O)C1(CC(C)=NNC(N)=O)CC(C)(C)OC1=O (stereo not drawn) | -7.4
COc1ccc(C=NNC(=O)CSCc2ccc([N+](=O)[O-])cc2)cc1OC | -1.6
Nc1nonc1C(=O)NN=Cc1cc2c(cc1[N+](=O)[O-])OCO2 | 13.9

The final 2 compounds of the part before lead into the next.
SMILES | PriA SSB inh
COc1ccc(C=NNC(=O)CSCc2ccc([N+](=O)[O-])cc2)cc1OC | -1.6
Nc1nonc1C(=O)NN=Cc1cc2c(cc1[N+](=O)[O-])OCO2 | 13.9
COCC(=O)N1CCCc2ccc(NS(=O)(=O)c3ccc4oc(=O)n(C)c4c3)cc21 | -2.0
COc1cccc(C(=O)NCC(c2ccsc2)N2CCN(C)CC2)c1OC (stereo not drawn) | -1.0
Cn1nc(N2CCC(C(=O)Nc3ccc(S(=O)(=O)Nc4nccs4)cc3)CC2)ccc1=O | -27.0
Cc1ccccc1-c1ccc(N2CCC(C(=O)NN3CCN(C)CC3)CC2)nn1 | -3.0
CC(=O)N1CCN(c2ccnc3c2c(=O)n(CC(=O)NCc2ccco2)c(=O)n3C)CC1 | -3.0
CC(C)CS(=O)(=O)C1CN(C(=O)c2cccc3ccccc23)C1 | -25.0
CCCC=NNC(=O)CNC(=O)c1ccccc1Cl | -2.8
CC(=O)N1CCN(CC(=O)Nc2ccc(Br)cc2)CC1 | 7.0
Cc1cc(-c2nnc(NC(=O)c3ccc(S(=O)(=O)N(C)C)cc3)o2)nn1C | -13.0
CCOc1nn(CC)cc1C(=O)NCCc1c[nH]c2ccccc12 | 13.0
COc1ccc(-c2cc(=O)[nH]c(SCc3nc(-c4cccc(Cl)c4)oc3C)n2)cc1 | -14.0
O=C(c1ccc(C(F)(F)F)cc1)N1CCS[C@H](c2ccccc2Cl)CC1 | -2.0
Cc1ccc(S(=O)(=O)[C@@H](CNC(=O)C(=O)Nc2ccccc2)c2ccco2)cc1 | 0.0
CSc1ncc(Cl)c(C(=O)NC(c2ccccc2)c2ccccc2)n1 | -12.0
O=C(NN=C1CCCc2ccccc21)c1ccc([N+](=O)[O-])cc1 | 14.6
COc1ccc(NC(=O)NC2(c3nc(-c4ccsc4)no3)CCCCC2)cc1Cl | -11.0
COc1ccccc1-c1cc2c(SCC(=O)Nc3ccccc3Cl)nccn2n1 | -24.0
COc1ccc(C)cc1NC(=O)c1oc(C)nc1C | -2.0
CCn1nccc1C(=O)Nc1c(C(N)=O)oc2ccccc12 | -10.0&-9.0
O=C(CSc1ncc(-c2cccc(Cl)c2)o1)Nc1ccccc1C(F)(F)F | -17.0
CN(C)C1CCN(CC(F)(F)F)C1=O (stereo not drawn) | -1.0
CN(CC#CCNC(=O)c1cn(C)nn1)Cc1ccccc1 | -1.0
Cc1noc(C)c1CCC(=O)Nc1ccccc1-c1ccc(=O)[nH]n1 | 9.0
CSc1nc2ccc(NC(=O)c3cc(Cl)ccc3[N+](=O)[O-])cc2s1 | 22.0
O=C1C(=NS(=O)(=O)c2cccs2)C([n+]2ccc(CCCc3ccccc3)cc2)=C([O-])c2ccccc21 | -2.7

Carrying on.
SMILES | PriA SSB inh
Cc1noc(C)c1CCC(=O)N1CCCC(c2nnc(C(F)(F)F)o2)C1 (stereo not drawn) | -16.0
Cc1oncc1C(=O)NCCn1nc(-c2ccncc2)cc1C1CC1 | -27.0
COC(=O)c1ccc2c(=O)n(Cc3ccco3)c(SCC(=O)Nc3cc(C)[nH]n3)nc2c1 | -14.0&-3.0
COc1ccc(Cl)cc1NC(=O)Cn1cccc(-c2nc(-c3ccc(OC)c(OC)c3)no2)c1=O | 8.0
CC1=Nc2ccc(C)cc2C1=Cc1c(N)n2nc(CC(=O)N3CCOCC3)sc2nc1=O | 3.1
O=c1c2cc(-c3ccc(F)cc3)nn2ccn1Cc1nc(-c2ccc3c(c2)OCO3)no1 | -10.0
O=C(NN=Cc1cc(Cl)cc([N+](=O)[O-])c1O)NC12CC3CC(CC(C3)C1)C2 | 8.0
O=C(NCCS(=O)(=O)NCCC1=CCCCC1)c1ccc2c(c1)OCO2 | 3.0
Cc1cc(OCC(=O)Nc2ccc(C(=O)O)cc2)cc(C)c1Cl | 3.0&11.0
Cn1c(SCC(=O)NN=Cc2ccc([N+](=O)[O-])s2)nnc1-c1ccccc1 | -0.3
COc1ccc(CCNC(=O)NCc2cc(C3CC3)n(C)n2)cc1 | -6.0
Cc1cc(NS(=O)(=O)c2ccc(NC(=S)NC(=O)c3ccco3)cc2)no1 | -1.0
OCC(CO)(CO)NCC(O)Cn1c2ccc(Br)cc2c2cc(Br)ccc21 (stereo not drawn) | -9.0&5.0
CN(C)c1ccc(NC(=O)C(=O)NC2CC2)cc1 | 0.0
CCc1ccc(C(=O)Nc2ccc3c(c2)CCC(=O)N3CCC(C)C)cc1 | 9.0
O=C(Nc1nc2c(s1)CSc1ccccc1-2)C1CCCN1S(=O)(=O)c1cccs1 (stereo not drawn) | 12.0
O=[N+]([O-])c1ccccc1NN=Cc1ccccc1 | -8.6
C=c1cc(C)n(CC(=O)Nc2ccc3c(c2)OCCO3)c(=O)c1=C1N=C(c2ccc(Cl)cc2)NO1 | -19.0
COc1ccc(Cl)cc1S(=O)(=O)N1CCN(c2ccc(-c3ccncc3)nn2)CC1 | -2.0
CSc1ccc2nc(Nc3ccc(F)cc3F)sc2c1 | -10.0&-1.0
O=C(NCCc1csc(-c2ccc(F)cc2)n1)C(=O)Nc1ccc([N+](=O)[O-])cc1 | -7.0
N#CC(C#N)=C(/C=C/c1ccccc1)c1ccc(Cl)cc1 | 39.0
CC(=O)c1cccc(NC(=O)CSc2ccc(-c3ccncc3)nn2)c1 | 12.0
CC(C)(C)NC(=O)NCC#CCN1CCCC1 | -5.0
CCNc1cc(C)nc(N2CCN(C(=O)COc3ccccc3)CC2)n1 | -6.0
COCCN(Cc1ccsc1)C(=O)c1cc2ccccc2s1 | -2.0
COc1ccc(SCC2CCN(C(=O)NCc3ccc(OC)c(OC)c3)CC2)cc1 | 17.0
CCCCc1ccc(-n2nnc(C(=O)NCCCN3CCOCC3)c2C)cc1 | -11.0
CO[C@@H](CNC(=O)C(=O)Nc1ccc(OC(F)(F)F)cc1)c1ccccc1Cl | -4.0
CSc1ccccc1NC(=O)c1ccn(C)n1 | 1.0

Part of the list above, reformatted:
COc1ccc(SCC2CCN(C(=O)NCc3ccc(OC)c(OC)c3)CC2)cc1
- PriA SSB inh: 17.0
CCCCc1ccc(-n2nnc(C(=O)NCCCN3CCOCC3)c2C)cc1
- PriA SSB inh: -11.0
CO[C@@H](CNC(=O)C(=O)Nc1ccc(OC(F)(F)F)cc1)c1ccccc1Cl
- PriA SSB inh: -4.0
CSc1ccccc1NC(=O)c1ccn(C)n1
- PriA SSB inh: 1.0

Screening results deposited in PubChem by Small Molecule Screening Facility, UW Madison.
